XBP1 UPR activ: activators of adaptive arm of unfolded protein response (XBP1); CHO-XBP1 luciferase reporter, IRE1-XBP1 UPR activation, luminescence; percent of tunicamycin response, DMSO as zero; 330,000 compounds, 0.33% hits; AID 463104; activation, % at 20 µM;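 active means versus positive control, 20 µM dose yields 30% or more activation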;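 further: 100% = tunicamycin at 10 µg/mL and 0% = DMSO only wells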
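Material: CHO-XBP1 cells stably carrying IRE1-XBP1-driven luciferase reporter / Amount: 1000 cells per well / Compound: 20 µM, 1% DMSO / Times: 6 h treatment, 37 °C / Detection: luciferase luminescence / Measure: % activation of reporter signal versus tunicamycin and DMSO controls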
CHOP UPR activ: apoptotic UPR (CHOP) activation | CHO-CHOP luciferase reporter, luminescence; percent of tunicamycin response over DMSO baseline | activation, % at 10 µM | 330,000 compounds, 0.34% hits | AID 449763;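 active means at 10 µM dose, activation of 40% or more, normalized to positive control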;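 further: 100% = tunicamycin at 10 µg/mL and 0% = DMSO alone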
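Material: CHO-CHOP cells, stable luciferase reporter of PERK-eIF2a-CHOP signalling; quantity: 500 reporter cells seeded per well; buffer or medium: F12 medium containing 10% fetal bovine serum; compound: one dose, 10 µM in 0.5% DMSO; incubation: 6 h compound treatment, 37 °C; measured by: Steady-Glo luciferase luminescence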
TIM10 inh: TIM10 yeast growth inhibition; 330,000 compounds, 1.4% hits; inhibition, % at 10 µM; AID 463195; S. cerevisiae TIM10 strain growth, BacTiter-Glo luminescence, 24 h;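 active means inhibition of 40% or more at the single tested concentration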;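 further: wild-type TIM10 isogenic control strain grown at permissive 25 °C; 0% = DMSO yeast wells and 100% = minimal medium wells without yeast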
APJ agonist: agonists of human APJ apelin receptor. AID 2520. P35414. 330,000 compounds, 0.11% hits. activation, % at 20 µM. CHO-K1 APJ PathHunter beta-arrestin, luminescence; 0% DMSO wells, 100% apelin;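 active means activation more than six SD over the plate average, tested at 20 µM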;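 further: 0% = DMSO alone and 100% = apelin-13 at 10 nM; some results filed as inactive read as strong as hits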
Target sequence (P35414 whole entry, looked up): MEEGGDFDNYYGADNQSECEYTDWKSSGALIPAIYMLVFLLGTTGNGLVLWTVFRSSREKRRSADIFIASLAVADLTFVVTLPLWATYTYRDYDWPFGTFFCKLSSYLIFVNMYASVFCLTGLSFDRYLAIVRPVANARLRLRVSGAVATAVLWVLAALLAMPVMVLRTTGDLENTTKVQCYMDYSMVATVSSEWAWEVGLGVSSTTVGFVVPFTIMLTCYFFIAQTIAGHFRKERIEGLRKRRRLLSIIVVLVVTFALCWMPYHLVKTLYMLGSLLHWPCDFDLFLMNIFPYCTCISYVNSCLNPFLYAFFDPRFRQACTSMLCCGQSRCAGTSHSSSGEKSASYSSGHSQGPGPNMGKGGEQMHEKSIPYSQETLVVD
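Test system – PathHunter CHO-K1 APJ (AGTRL-1) beta-arrestin reporter cells · Input – 1000 cells/well · Compound – single test compound dose, 20 µM final, 1% DMSO · Times – compound stimulation 90 min at 25 °C, detection 60 min · Technique – beta-gal luminescence · Read-out basis – APJ–arrestin association signal · Control set – negative DMSO alone, positive Apelin-13 at 10 nM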
tim23-1 inh: growth inhibitors of tim23-1 mutant yeast; S. cerevisiae tim23-1 growth, BacTiter-Glo luminescence, 24 h; inhibition, % at 20 µM; 330,000 compounds, 1.3% hits;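 active means growth inhibition of the mutant yeast at or above 50%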;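 further: temperature-sensitive mutant grown at 25 °C; plate controls were DMSO-treated mutant yeast for no effect and medium wells lacking yeast for full effect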
Mdm2 MdmX PPI: disrupts the human Mdm2-MdmX interaction; SaOS-2 split-luciferase Mdm2/MdmX complementation, luminescence; inhibition, % at 8 µM; 330,000 compounds, 3% hits;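 active means inhibition of at least 50% at 8 µM in the primary screen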
CXCR6 block: CXCR6 (human) receptor inhibition; inhibition, % at 20 µM; CHO-K1 PathHunter CXCR6 beta-arrestin, luminescence; 360,000 compounds, 0.36% hits; in the data active means inhibition above about 34%, passing the limit was not always enough;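 further: antagonist mode with CXCL16 agonist at 10 nM final; 0% = 10 nM CXCL16 with DMSO and 100% = unstimulated wells without agonist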
Target sequence (O00574 whole entry, looked up): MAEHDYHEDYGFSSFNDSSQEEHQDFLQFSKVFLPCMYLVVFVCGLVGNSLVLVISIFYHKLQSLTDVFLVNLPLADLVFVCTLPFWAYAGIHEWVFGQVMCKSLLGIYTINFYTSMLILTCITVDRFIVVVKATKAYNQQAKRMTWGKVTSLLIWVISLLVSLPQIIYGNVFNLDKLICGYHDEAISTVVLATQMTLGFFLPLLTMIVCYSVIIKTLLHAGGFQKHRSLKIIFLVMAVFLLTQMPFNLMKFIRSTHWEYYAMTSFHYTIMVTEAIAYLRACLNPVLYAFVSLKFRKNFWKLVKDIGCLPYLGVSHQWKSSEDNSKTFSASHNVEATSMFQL
APJ antagonist: antagonists of human APJ apelin receptor. CHO-K1 APJ beta-arrestin complementation, luminescence. inhibition, % at 20 µM. 330,000 compounds, 0.32% hits. AID 2521;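 active means inhibition above about 40% at 20 µM, limit read from the data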;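 further: cells challenged with 10 nM apelin-13 agonist together with compound; plate controls were apelin-13 plus DMSO wells for no effect and DMSO wells lacking apelin-13 for full effect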
tim10-1 inh: tim10-1 yeast growth inhibition; S. cerevisiae tim10-1 ts strain growth, BacTiter-Glo, 24 h; inhibition, % at 20 µM; 330,000 compounds, 2.2% hits; AID 463190;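 active means inhibition of at least 40%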;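 further: mutant grown at 25 °C; 0% = DMSO wells with yeast and 100% = wells holding no yeast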
* hit, by the source's call; nt = no result given.

SMILES	XBP1 UPR activ	CHOP UPR activ	TIM10 inh	APJ agonist	tim23-1 inh	Mdm2 MdmX PPI	CXCR6 block	APJ antagonist	tim10-1 inh
CCCCN1C(=O)/C(=C/C=C2\SCCN2C)SC1=S	4.1	4.6	8.5	-5.9	32.8	-61.3	24.6	33.9	21.5
O=C(NN1CCOCC1)c1ccc(Br)cc1	-1.6	1.9	7.6	-0.1	9.8	-4.1	-6.0	11.5	42.3*
CSc1c(CC(=O)Nc2ccccc2Cl)n(Cc2ccccc2)c2ccccc12	-3.3	0.0	-5.0	-2.9	-2.0	58.3*	5.5	19.9	-5.7
COC(=O)CSc1nnnn1-c1ccccc1	-0.2	0.1	-1.2	-0.9	18.1	13.9	-1.1	-14.7	6.5
Cc1cc(NC(=O)c2cc(-c3ccccn3)nc3c(Cl)cccc23)no1	10.8	-0.3	8.0	-2.8	1.9	23.1	-1.2	10.3	2.4
CN(Cc1c(F)cccc1Cl)C(=O)c1ccc(NS(=O)(=O)c2ccc3[nH]c(=O)[nH]c3c2)cc1	0.3	-3.2	0.3	2.3	9.0	-13.5	-7.2	1.4	12.9
COCCn1c(SCC(=O)N2CCc3ccccc32)nc2c(c1=O)SC(C)C2 (stereo unspecified)	1.0	0.2	3.7	-2.6	24.2	1.8	4.2	-5.0	2.8
COc1ccc(-c2nc3c(c(=O)n(C)c(=O)n3C)n2CC2CC(c3ccccc3)=NO2)cc1OC (stereo unspecified)	-3.7	-0.5	2.2	2.4	10.8	61.0*	1.4	-3.0	16.1
OCc1nc2nc(Cl)c(Cl)nc2[nH]1	-1.2	-0.3	-6.0	-0.5	-15.8	21.2	-3.5	7.6	0.8
CC[N+]1(CC)CC2=Cc3ccccc3CC2C1 (stereo unspecified)	1.4	-0.4	0.6	-4.2	9.1	17.3	-4.4	2.5	-1.8
COCCCNC(=O)C(=O)Nc1cc2c3c(c1)CCC(=O)N3CCC2	-6.3	-2.5	-1.7	4.2	-5.9	1.6	0.6	17.3	0.2
CCOc1ccc(NC(=O)COc2ccc(OC)cc2)cc1	2.4	1.5	-15.6	-0.5	9.7	12.6	-13.3	-6.5	-14.7
Nc1cccc2c1C(=O)N(Cc1nnc(-c3ccccc3Br)o1)C2=O	4.5	-0.6	17.2	-3.2	16.5	2.1	-7.1	-7.5	3.3
O=C(Nc1cccnc1)c1ccc(S(=O)(=O)c2ccc(Cl)cc2)cc1	-1.8	0.5	35.1	2.8	2.9	8.4	-1.9	-11.1	20.1
O=C(Nc1ccc(Br)cc1)c1ccc(CSC2=NCCS2)cc1	13.6	1.6	3.3	-1.5	0.2	11.7	2.0	-20.4	-0.6
COc1ccccc1N1CCN(C(=O)C(C)CS(=O)(=O)c2ccc3c(c2)NC(=O)CS3)CC1 (stereo unspecified)	-1.6	2.4	14.4	3.6	-0.8	10.5	-9.2	8.4	17.8
CSc1ccc(C(=O)c2[nH]c(=O)[nH]c2C)cc1	-8.1	-2.1	18.8	-3.2	-7.7	-4.9	-1.3	17.1	3.9
CCOc1ccc(-n2ccc(=O)c(C(=O)Nc3ccc(S(=O)(=O)Nc4ncccn4)cc3)n2)cc1	-3.2	-0.4	-1.4	4.2	14.2	27.3	2.8	-4.4	17.9
Cc1ccc(S(=O)(=O)NCC(C)NC(=O)CN2CCOCC2)cc1 (stereo unspecified)	-1.9	2.9	-1.3	1.4	7.5	13.6	-1.5	-0.4	3.2
O=C(O)CC1NC(=O)N(c2ccc(Cl)cc2)C1=O (stereo unspecified)	-2.2	-2.2	-17.3	-4.0	-0.4	6.2	-12.0	2.9	9.6

Compounds listed so far that contain an aryl methoxy group (3):
SMILES	XBP1 UPR activ	CHOP UPR activ	TIM10 inh	APJ agonist	tim23-1 inh	Mdm2 MdmX PPI	CXCR6 block	APJ antagonist	tim10-1 inh
COc1ccc(-c2nc3c(c(=O)n(C)c(=O)n3C)n2CC2CC(c3ccccc3)=NO2)cc1OC (stereo unspecified)	-3.7	-0.5	2.2	2.4	10.8	61.0*	1.4	-3.0	16.1
CCOc1ccc(NC(=O)COc2ccc(OC)cc2)cc1	2.4	1.5	-15.6	-0.5	9.7	12.6	-13.3	-6.5	-14.7
COc1ccccc1N1CCN(C(=O)C(C)CS(=O)(=O)c2ccc3c(c2)NC(=O)CS3)CC1 (stereo unspecified)	-1.6	2.4	14.4	3.6	-0.8	10.5	-9.2	8.4	17.8

(cont.)
SMILES	XBP1 UPR activ	CHOP UPR activ	TIM10 inh	APJ agonist	tim23-1 inh	Mdm2 MdmX PPI	CXCR6 block	APJ antagonist	tim10-1 inh
CN(CC(=O)NNC(=O)CCNS(=O)(=O)c1ccccc1)S(=O)(=O)c1ccc(Cl)cc1	0.1	-0.6	-6.5	-1.2	-0.4	-12.3	4.1	5.0	3.3
CCCNC(=O)C1CN(S(=O)(=O)c2ccc(Cl)s2)c2ccccc2O1 (stereo unspecified)	-1.0	0.7	-0.2	-4.1	13.6	17.5	0.9	22.0	8.0
COc1ccc(-c2cc(C(=O)N3CCN(c4ncccn4)CC3)c3ccccc3n2)cc1	2.9	4.5	23.9	2.0	40.7	21.9	1.1	-3.2	32.9
CN1C(=O)C(O)(C2OC(C)(C)CCC2=O)c2ccccc21 (stereo unspecified)	-1.0	-1.3	-3.6	-1.9	5.4	1.3	-8.5	-0.5	1.3
Cc1cccn2c(=O)c(/C=C(\C#N)S(=O)(=O)c3ccccc3)c(N3CCN(C)CC3)nc12	0.8	1.0	-22.1	-1.0	6.1	10.5	6.1	-6.3	-16.4
CCc1ccc(-c2cc(C)no2)cc1S(=O)(=O)N1CCN(C(=O)c2ccco2)CC1	-3.1	-1.6	6.7	-5.2	26.2	25.1	-4.8	7.8	38.6
CC(C)(C)c1ccc(OCC(=O)N/N=C/c2ccc(N3CCOCC3)cc2)cc1	-3.3	2.0	28.2	2.4	30.4	-14.1	0.9	-12.9	29.1
COc1cc(C(=O)Nc2ccc3c(c2)OCCO3)ccc1-n1cnnn1	-2.8	-1.1	-3.1	-1.6	-1.2	13.9	6.2	12.1	23.9
COc1ccc(CNCc2ccc(C)cc2)c(OC)c1	-4.7	0.2	7.8	-3.8	-21.8	8.8	7.9	12.2	-11.2
Cc1cc(C(=O)Cn2cc(C(F)(F)F)ccc2=O)c(C)n1-c1ccccc1	-0.5	2.3	13.4	1.4	31.8	-28.8	3.9	-4.7	8.7
CCCCC(=O)NC(c1ccc(C(C)C)cc1)c1ccc2cccnc2c1O (stereo unspecified)	2.4	-0.8	-22.8	-4.2	57.8*	77.9*	-0.7	9.8	-20.2
c1ccc2c(CN3CCOCC3)c3ccccc3c(CN3CCOCC3)c2c1	5.1	-2.2	61.0*	6.4	84.3*	7.6	-3.4	-9.5	53.4*
Cc1ccc(NC(=O)c2ncn(CC(=O)NCc3ccc4[nH]ccc4c3)n2)cc1C	0.4	2.8	-12.2	nt	18.0	23.1	0.8	nt	-5.7
CN=C1N(C)C[C@@H]2[C@@H]3C(=O)N(C)C(=O)[C@@H]3[C@](C)(C(=O)OC)N12	-0.8	0.7	4.6	nt	30.2	13.2	-4.5	nt	9.3
C=CC[C@@H](CC(=O)N[C@H](CO)Cc1ccccc1)C(=O)N[C@@H](COC(=O)[C@@H](CC=C)CC(=O)OC(C)(C)C)Cc1ccccc1	-3.2	1.9	5.2	-1.9	12.1	25.0	2.2	-9.9	15.0
CCN1C(=NCC(C)C)N[C@@H](c2cccc(C(F)(F)F)c2)C(C(=O)OC)=C1C	-3.1	-1.5	1.4	-2.9	12.2	56.8*	6.3	33.1	7.8
O=C(CCCCCn1c(=S)[nH]c2ccc(N3CCOCC3)cc2c1=O)NCc1cccc(Cl)c1	-2.3	-0.4	6.4	-1.3	-6.1	11.5	3.2	-28.2	0.1
O=C(CN1CCOCC1)NCCNC(=O)CN1CCOCC1	0.2	-1.3	-2.3	5.4	4.6	-9.7	9.4	-7.0	10.6
CCOC(=O)c1cnc2ccc(Cl)cc2c1N1CCN(C)CC1	20.0	-1.6	1.1	-1.6	10.0	13.8	4.6	-12.0	15.8
COc1ccc(NC(=O)CS(=O)c2ccc(F)cc2)cc1 (stereo unspecified)	0.8	1.2	7.0	-2.1	-2.1	20.2	-7.0	1.3	-5.6
O=C1Nc2ccccc2/C1=C\C(=O)c1ccccc1	12.6	98.3*	81.9*	-4.0	87.9*	36.8	16.2	13.7	52.1*
Cc1csc(NC(=O)CSc2nc3ccccc3c(=O)[nH]2)n1	-1.8	2.6	3.1	5.3	4.0	9.4	-4.9	-15.1	7.1
O=C(O)CCC(=O)Nc1nc2ccc([N+](=O)[O-])cc2s1	-1.8	-1.6	1.7	-2.8	14.6	-17.7	4.9	7.1	-8.2
O=C(O)CN1C(=O)c2ccc(Oc3ccc4c(c3)C(=O)N(CC(=O)O)C4=O)cc2C1=O	-0.8	4.3	-11.2	2.8	1.1	-2.7	0.6	6.1	12.7
CC(C)(C)OC(=O)N1CCN(C(=O)c2ncn(Cc3ccccc3)c2C(=O)N2CCN(C(=O)OC(C)(C)C)CC2)CC1	9.1	2.6	2.8	-3.2	5.5	-3.4	-5.9	2.0	10.7
COc1cccc(NC(=O)CSc2nnnn2C2CCCC2)c1	-5.2	1.3	13.3	-1.2	11.0	5.8	0.0	8.3	-12.5
COc1cc(CN2CCNC(=O)C2CC(=O)O)cc(OC)c1 (stereo unspecified)	-1.6	-0.2	5.3	-0.7	2.7	10.7	-0.7	-1.3	2.7
COc1cc(OC)cc(C(=O)Nc2cc(C)nn2-c2ccccc2)c1	-6.5	-0.6	-2.5	3.5	22.7	5.6	0.0	1.5	17.6
CCCN1CCN(c2ccc([N+](=O)[O-])cc2C#N)CC1	-0.8	-0.4	-11.2	-2.2	-8.7	17.5	11.9	3.2	-14.0
Cn1cc(C(=O)NCN2CCCCC2)c2ccccc21	-1.6	-0.4	1.4	-2.3	-2.8	20.3	2.6	3.2	6.2
CCOC(=O)N1CCC(NC(=O)C2CCCN(Cc3nc(-c4cccc(Cl)c4)oc3C)C2)CC1 (stereo unspecified)	-4.1	8.4	9.7	0.0	-1.4	32.2	-7.3	16.0	9.0
CN(CC(=O)Nc1cccc(F)c1)C(=O)c1cccnc1Sc1ccccc1	0.2	0.9	-3.6	1.7	9.6	15.4	0.0	9.5	5.8
NNC(=O)c1cccc(COCC(F)(F)C(F)F)c1	-0.1	0.6	7.6	5.6	-8.8	-14.8	-15.1	-7.5	-3.8
CCCC[C@@H]1CNC(=O)C(=O)N1CC(C)(C)C	-1.4	-0.6	-9.4	-4.8	-5.5	11.6	1.4	10.8	-15.5
O=C(O)/C(=C\c1c(C(=O)O)[nH]c2cc(Cl)cc(Cl)c12)c1ccccc1	-8.1	-0.8	7.9	-2.8	4.0	-2.6	-2.7	1.9	-7.3
CCOC(=O)c1c(C)[nH]c(C)c1C(=O)COC(=O)/C=C/c1cccc(Cl)c1	-1.9	2.9	15.4	-1.7	6.6	20.8	-6.6	8.1	25.1

Assay outcomes: PubChem BioAssay, Sanford-Burnham Center for Chemical Genomics

Not all compounds are listed, so the mix of outcomes need not match the whole.
